Eya2 phos inh = qHTS Assay for Inhibitors of the Phosphatase Activity of Eya2 | Protein phosphatase EYA2 (Homo sapiens), O00167 | recombinant Eya2, OMFP fluorescence dephosphorylation (OMFP is methylfluorescein phosphate) | Potency, µM (titrated, usually from 76.9 µM), for the others: at the highest dose activity, negative = inhibition, usual class: inhibitors | actives 0.006% (n = 330,000) | AID 488837, 2010; further: potency means the concentration at half of the fitted maximal effect; on the % scale 0 is the no-effect control and ±100 the full control effect
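Eya2 protein (added as 0.2 uM solution) was preincubated with compound for 10 min at ambient temperature in 50 mM HEPES pH 7.5, 50 mM NaCl, 5 uM MgCl2, 0.05% BSA, 1 mM DTT. OMFP (added at 50 uM) then reacted 10 min; fluorescence read at 485/525 nm.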
TSHR antagonist = Antagonists of the Thyroid Stimulating Hormone Receptor: HTS campaign. actives 0.2% (n = 330,000). activity change, negative = inhibition, % at 11.5 µM. Thyrotropin receptor (Homo sapiens), P16473. AID 504810, 2011. TSHR-expressing cells, TSH-stimulated cAMP HTRF, 2 h; hits give low values;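 active means activity change below a set negative limit, meaning inhibition stronger than a set level, cut at about -70% in these data; inconclusive means activity change between two set negative limits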; further: on the % scale 0 is the no-effect control and ±100 the full control effect
Target sequence (P16473 whole entry, looked up): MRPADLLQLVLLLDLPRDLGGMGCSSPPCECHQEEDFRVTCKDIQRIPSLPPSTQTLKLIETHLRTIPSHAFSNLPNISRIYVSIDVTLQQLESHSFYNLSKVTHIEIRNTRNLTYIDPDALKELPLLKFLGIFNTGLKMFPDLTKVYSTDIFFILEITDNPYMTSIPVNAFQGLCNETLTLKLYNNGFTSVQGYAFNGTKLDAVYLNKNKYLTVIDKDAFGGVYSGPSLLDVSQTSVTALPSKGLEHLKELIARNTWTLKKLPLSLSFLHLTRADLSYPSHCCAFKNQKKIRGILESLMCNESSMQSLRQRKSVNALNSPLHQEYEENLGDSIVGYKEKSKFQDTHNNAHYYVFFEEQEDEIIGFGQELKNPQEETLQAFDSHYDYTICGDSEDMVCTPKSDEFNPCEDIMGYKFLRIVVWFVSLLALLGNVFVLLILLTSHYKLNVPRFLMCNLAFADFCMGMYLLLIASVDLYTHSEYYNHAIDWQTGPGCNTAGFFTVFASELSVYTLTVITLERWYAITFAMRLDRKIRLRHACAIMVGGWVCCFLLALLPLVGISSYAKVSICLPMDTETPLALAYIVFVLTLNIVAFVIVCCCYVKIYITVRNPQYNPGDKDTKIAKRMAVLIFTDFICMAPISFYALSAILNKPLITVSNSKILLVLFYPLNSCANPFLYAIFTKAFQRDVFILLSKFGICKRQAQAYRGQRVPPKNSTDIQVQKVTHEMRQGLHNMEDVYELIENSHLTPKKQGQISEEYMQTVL
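Cell-based HTRF cAMP assay; TSHR cells + compound, TSH EC80 (4nM final), 2 h, 37 deg C. Lysis with anti-cAMP cryptate and cAMP-d2, 30 min RT, read 665/620 nm.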
Chronic BCR inh = qHTS Assay to Find Inhibitors of Chronic Active B-Cell Receptor Signaling | ABC-DLBCL IkBa-CBG/CBR reporter, luminescence ratio, 4 h | Potency, µM (highest dose often 46.1 µM), for inactives: at the top dose ratio change, negative = lower green/red ratio, hits mostly inhibitors | actives 0.05% (n = 340,000) | AID 493014, 2011; active means well fitted inhibition curve with a large enough effect in the signal ratio, with a control signal flat, not every such curve was filed as active; inconclusive means small, poorly fitted or top-dose-only effect, or effect the other way, or a change in a side signal; the % refers to the signal ratio;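 further: potency means the concentration at half of the fitted maximal effect; plate controls were basal doxycycline-induced cells for no effect and cells given 10 µM MG132 for full effect; MG132 reads +100%, hits lower the ratio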
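Cell line TMD8 (human ABC DLBCL), stably expressing tet-inducible CBG68-IkBa fusion and CBR; IMDM/0.5% FBS; cpd up to 46 uM; dox induction, 4 h, 37C/5% CO2; dual luminescence; green/red ratio; MG132 control.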
ELG1 DNA repair = qHTS screen for small molecules that inhibit ELG1-dependent DNA repair in human embryonic kidney (HEK293T) cells expressing luciferase-tagged ELG1 | actives 2.3% (n = 330,000) | HEK293T ELG1-luciferase reporter, luminescence, 16 h; DNA damage induced by 5-fluorouridine | Potency, µM (series often up to 46.1 µM), without a hit: at the top dose activity change, negative = inhibition, actives largely listed as inhibitors | AID 504467, 2011; further: potency means the concentration at half of the fitted maximal effect; on the % scale 0 is the no-effect control and ±100 the full control effect; nearly all actives have a fitted effect of over 55% in size
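In this reporter screen, reduction of luminescence relative to DMSO vehicle indicated activity. Compounds and 5-fluorouridine were added together to 2,000 cells per well, incubated for 16 hr at 37 °C, then developed with ONE-Glo.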
USP2a inh = qHTS Assay for Inhibitors of Ubiquitin-specific Protease USP2a Using CHOP2 as the Reporter; Ubiquitin carboxyl-terminal hydrolase 2 (Homo sapiens), O75604; USP2 core, Ub-CHOP2 coupled fluorogenic reporter, 485/531; Potency, µM (top dose mostly 38.3 µM), without a hit: top-dose activity change, negative = inhibition, hits mostly inhibitors; actives 0.01% (n = 330,000);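 further: potency means the concentration at half of the fitted maximal effect; plate controls were DMSO wells for no effect and full inhibition by NEM control for full effect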
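Deubiquitinase activity read as fluorescence (485/531 nm) after Ub-CHOP2 cleavage activates the enterokinase reporter on its substrate; USP2 core 10nM, Ub-CHOP2 and substrate 25nM each, 30min compound preincubation then 60min RT; data normalized to NEM, curves fitted.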
Tb PFK inh = qHTS Assay to Find Inhibitors of T. brucei phosphofructokinase. actives 0.17% (n = 330,000). Potency, µM (highest dose often 57.5 µM), without a hit: at the top dose activity, negative = inhibition, most hits filed as inhibitors. T. brucei PFK, ADP-Glo luminescence. ATP-dependent 6-phosphofructokinase (Trypanosoma brucei brucei), O15648;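 further: potency means the concentration at half of the fitted maximal effect; 0% = uninhibited 1x PFK enzyme wells and -100% = no-enzyme wells; nearly all actives have a fitted effect of over 60% in size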
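Activity is normalized to no-enzyme wells (full inhibition) and 1.25 nM enzyme wells (no inhibition). Reaction: 0.5 mM F6P, 0.1 mM ATP, 45 min RT, ADP-Glo luminescence; concentration-response curves fitted and classed by quality.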
TCR activator = Activators of T cell receptors: qHTS campaign | 330,000 tested, under 10 active | primary human leukocytes, anti-CD3, IL-2 HTRF, 48 h | Potency, µM (top dose mostly 9.22 µM), without a hit: top-dose activation of IL-2 secretion, usual class: activators; further: % of control where 0% means no effect
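1) Mix primary human leukocytes, a-CD3 beads and compound. 2) Incubate 48 hr. 3) Add HTRF IL-2 reagents (a-IL-2-K, a-IL-2-d2).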
Mito fusion yeast = qHTS Assay for Small Molecule Inhibitors of Mitochondrial Division or Activators of Mitochondrial Fusion | S. cerevisiae fusion-defective mutant growth rescue, CellTiterGlo 48 h | Potency, µM (top dose mostly 46.1 µM), for inactives: at the top dose growth rescue (activation), hits mostly activators | actives 0.23% (n = 320,000) | AID 485298, 2010;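 further: potency means the concentration at half of the fitted maximal effect; % of control where 0% means no effect; nearly all actives have a fitted effect of over 45% in size; temperature-sensitive fusion mutants such as fzo1-1 at 37 °C on non-fermentable ethanol glycerol medium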
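S. cerevisiae fusion-defective temperature-sensitive mutants (e.g. fzo1-1, mgm1-5) grown 48 h at 37C in YPEG (ethanol/glycerol non-fermentable) medium with 23 nl compound per well; growth rescue read as CellTiterGlo luminescence.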
PTAP TSG101 blk = qHTS Assay for Iinhibitors of HIV-1 Budding by Blocking the Interaction of PTAP/TSG101; Tumor susceptibility gene 101 protein (Homo sapiens), Q99816; Fluorescence polarization, FITC-PTAP peptide / Tsg101 binding; Potency, µM (series often up to 115 µM), for the others: at the top dose activity change, negative = inhibition, hits mostly inhibitors; 340,000 tested, under 10 active; AID 493005, 2010; active means well fitted inhibition curve with a large enough effect in the main read-out, with a control signal flat, not every such curve was filed as active; inconclusive means small, poorly fitted or top-dose-only effect, or effect the other way, or a change in a side signal; inactive means no such curve, though single readings can be large or run the other way; further: potency means the concentration at half of the fitted maximal effect; % of control where 0% means no effect
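Steps: Tsg101 binding domain dispensed (10 uM final), compounds pinned in DMSO, FITC-labeled PTAP-motif peptide added (50 nM final); after 20 min binding at room temperature, polarization measured.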
B2AR arrestin = qHTS assay of beta-arrestin-biased ligands of beta2-adrenergic receptor. beta-arrestin recruitment to beta2AR, cell-based reporter. Potency, µM (titrated, usually from 46.1 µM), for inactives: top-dose activation, usual class: activators. actives 0.02% (n = 330,000). Beta-2 adrenergic receptor (Homo sapiens), P07550. AID 492947, 2010;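 further: potency means the concentration at half of the fitted maximal effect; 0% = DMSO controls and full agonism = EC100 isoproterenol or metaproterenol; nearly all actives have a fitted effect of over 65% in size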
Target sequence (P07550 whole entry, looked up): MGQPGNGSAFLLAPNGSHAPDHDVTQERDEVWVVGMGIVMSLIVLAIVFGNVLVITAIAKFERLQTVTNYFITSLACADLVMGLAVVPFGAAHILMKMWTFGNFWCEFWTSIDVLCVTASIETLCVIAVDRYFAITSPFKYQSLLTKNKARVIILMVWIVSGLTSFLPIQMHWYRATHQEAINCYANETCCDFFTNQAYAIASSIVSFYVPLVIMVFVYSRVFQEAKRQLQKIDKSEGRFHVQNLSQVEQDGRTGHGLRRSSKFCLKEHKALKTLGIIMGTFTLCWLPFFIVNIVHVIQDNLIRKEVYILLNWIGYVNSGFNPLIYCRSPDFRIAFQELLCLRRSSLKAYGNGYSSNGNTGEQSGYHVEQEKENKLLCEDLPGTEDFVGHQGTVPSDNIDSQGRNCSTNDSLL
uPA generation = qHTS for Inhibitors of Cell Surface uPA Generation; Potency, µM (top dose mostly 38.3 µM), inactives show at the top dose activity change, negative = inhibition, usual class: inhibitors; cell surface uPA generation assay, qHTS; actives 0.31% (n = 330,000); AID 540303, 2011; active means well fitted inhibition curve with a large enough effect; inconclusive means small, poorly fitted or top-dose-only effect; inactive means no such curve, though single readings can be large or run the other way; tested in mouse RAW 264.7 cells; further: potency means the concentration at half of the fitted maximal effect; on the % scale 0 is the no-effect control and ±100 the full control effect; nearly all actives have a fitted effect of over 55% in size
* marks the source's active call; other numbers are inactive results; u = inconclusive; x = not tested or not shown; [ ] = dose if it differs, or a comment. Unless noted, the call rests on the fitted dose curve; in most records, active means well fitted curve in the direction sought with a large enough effect; inconclusive means small, poorly fitted or top-dose-only effect, or another doubt; inactive means no such curve, though single readings can be large; an effect the other way counts as inactive or inconclusive. Compounds as they come; overall some 3% were active at least once.

SMILES	Eya2 phos inh	TSHR antagonist	Chronic BCR inh	ELG1 DNA repair	USP2a inh	Tb PFK inh	TCR activator	Mito fusion yeast	PTAP TSG101 blk	B2AR arrestin	uPA generation
COc1ccc(CN2C(=O)C(CC(C)C)Nc3ncnc(N4CCN(c5ccccn5)CC4)c32)cc1 (stereo unspecified)	-2%	-16	-8%	-14%	-2%	0%	8%	12%	-6%	0.1%	2%
Cc1ccccc1NC(=S)N(CCCN1CCC(C)CC1)Cc1ccco1	1%	-3	-8%	3%	1%	0%	-5%	-3%	-1%	-0.6%	-6%
Cc1ccc(NC(=O)C2CCCCC2)c(O)c1	-3%	12	u	u	1%	3%	x	7%	x	-1.0%	x
O=C(NNc1cc(N2CCOCC2)nc(N2CCOCC2)n1)c1ccc([N+](=O)[O-])cc1	-11%	45	0%	u	-4%	-8%	1%	1%	-1%	-0.2%	1%
OCCC1CN(Cc2cccnc2)CCN1CCc1ccccc1 (stereo unspecified)	10%	6	-5%	4%	10%	0%	-4%	-2%	-2%	-0.6%	1%
c1ccc2c(c1)sc1nnnn12	0%	10	3%	21%	0%	2%	-7%	-1%	-6%	-0.2%	7%
O=C1c2cccc3cc([N+](=O)[O-])cc(c23)C(=O)N1c1ccccc1O	23%	0	-5%	-4%	0%	-2%	2%	19%	-3%	-0.3%	-14%
COc1ccc(-c2nn(-c3ccccc3)cc2/C=N/Nc2ccc(Cl)c(C(=O)O)c2)cc1OC	-26%	0	u	u	7%	1%	2%	2%	-3%	0.3%	-14%
CC(C)C(=O)NC(NC(=O)C(C)C)c1ccc([N+](=O)[O-])cc1	2%	7	1%	7%	4%	0%	5%[46.1 µM]	-1%	-3%	-1.2%	12%
NS(=O)(=O)c1ccc(Cc2ncc(C(F)(F)F)cc2Cl)s1	14%	3	0%	-7%	1%	1%	6%	1%	-1%	0.1%	4%
O=C(NCCCCc1ccccc1)c1ccccc1	5%	-6	u	9%	1%	-1%	x	5%	0%	0.2%	0%
COc1ccccc1NC(=O)Nc1ccccc1Br	-2%	-7	-13%	9%	-1%	-4%	-1%	4%	-3%	-1.0%	-8%
O=C1C(c2ccccc2)C(c2ccccc2)NC(c2ccccc2)C1c1ccccc1 (stereo unspecified)	-15%	-2	3%	8%	-6%	4%	3%	-7%	-8%	-0.1%	4%
Nc1nc(CSc2ccc(Cl)cc2)nc(N2CCCCC2)n1	-13%	-16	u	1%	-2%	10%	1%	u	1%	0.0%	-4%
CC(C)(O)/C=C1/Oc2ccccc2C1N1CCCCC1 (stereo unspecified)	-3%	-1	0%	-14%	3%	2%	0%	-1%	-2%	-1.1%	5%
Cc1cc(C)c(NC(=O)COC(=O)c2nc3nccc(C)n3n2)c(Cl)c1	-6%	-3	3%	18%	-1%	0%	-2%	2%	-5%	-0.4%	-8%
CC(C1CCN(Cc2cn(C)nc2-c2cccc(Cl)c2)CC1)N1CCOCC1 (stereo unspecified)	-1%	-3	11%	15%	2%	-5%	9%	-8%	-4%	0.2%	-9%
C=CCN(C(=O)CNC(=O)c1ccco1)C(C(=O)NC1CCCCC1)c1ccccc1 (stereo unspecified)	1%	3	u	3%	-1%	-2%	-5%	3%	0%	0.0%	-3%
NS(=O)(=O)c1ccc(NC(=S)NC(=O)C2CCCC2)cc1	-7%	-24	6%	0%	-1%	-3%	-2%	1%	-3%	-0.4%	0%
COc1cccc(SCc2noc(C(=O)NC(C)C)c2C(=O)O)c1	12%	26	u	-5%	1%	-1%	4%	2%	-3%	-1.0%	11%
Nc1ccc2nc(NC(=O)C3CCCCC3)sc2c1	-8%	-2	u	u	2%	0%	3%	11%	-4%	0.5%	-5%
Cc1ccc2nsnc2c1S(=O)(=O)NCc1ccc2c(c1)OCO2	-2%	-5	8%	u	-1%	5%	3%[46.1 µM]	6%	0%	-0.1%	2%
CCC1C(=O)N=C(SCC(=O)Nc2ccccc2)NC1=O (stereo unspecified)	6%	19	-1%	u	-1%	0%	-1%[46.1 µM]	-2%	0%	-0.2%	5%
Cc1ccc(C(=O)N2CCOCC2)cc1S(=O)(=O)N1CCOCC1	1%	-9	2%	0%	1%	5%	2%	0%	1%	0.1%	1%
CCOC(=O)c1c(CN2CCCCC2)n(C)c2cc(Br)c(O)cc12	-6%	-5	u	u	-10%	-3%	2%	1%	-7%	-0.1%	x
SMILES	Eya2 phos inh	TSHR antagonist	Chronic BCR inh	ELG1 DNA repair	USP2a inh	Tb PFK inh	TCR activator	Mito fusion yeast	PTAP TSG101 blk	B2AR arrestin	uPA generation
CCOC(=O)c1cccc(S(=O)(=O)N2CCCC2)c1	4%	10	2%	-26%	4%	-1%	-1%[46.1 µM]	10%	-1%	-0.4%	7%
CCn1c(=O)cc(SCC(=O)N2CCOCC2)c2ccccc21	-10%	7	-26%	u	-2%	5%	x	1%	x	5.2%	-19%
COc1ccc(/C(C)=N/NC(=O)CNC(=O)c2cccnc2)cc1OC	6%	-4	0%	-4%	-1%	-1%	6%	-2%	-4%	0.3%	2%
O=C(O)c1ccc(S(=O)(=O)N[C@H](Cc2c[nH]c3ccccc23)C(=O)O)cc1	-25%	-13	0%	x	5%	25%	x	2%	x	0.3%	x
O=C(CN(C(=O)c1csnn1)c1cccc(F)c1)NC1CCCC1	6%	4	-3%	29%	0%	-10%	3%	-6%	0%	-1.0%	0%
O=C(NCc1ccccc1)c1ccc2c(=O)n3c(nc2c1)CCCCC3	-13%	1	5%	-12%	-1%	1%	-4%	-1%	-7%	-0.1%	2%
Cc1cc2n(c1)CCn1c(C)ccc1-2	-5%	1	-6%	0%	6%	-8%	x	-1%	x	-0.1%	x
CCCNCC1COc2ccccc2O1 (stereo unspecified)	-17%	0	-4%	0%	-5%	-3%	-2%	0%	-5%	0.0%	x
Cc1cccc(-n2c(SCC(=O)Nc3nnc(C)s3)nnc2-c2ccoc2C)c1	-4%	4	0%	-16%	3%	-3%	1%	4%	-2%	-0.4%	-4%
Nc1ncnc2c1cnn2C1CCCCC1	-6%	3	-18%	-15%	3%	-3%	-4%	-9%	-2%	0.4%	-8%
CCn1c(=O)n(CC)c2cc(N3CCCC3)c(NC(=O)c3ccccc3Br)cc21	-19%	0	u	u	-3%	-5%	-1%	12%	-1%	0.6%	4%
CC1CCC/C(=N\NC(=S)Nc2ccccc2)C1 (stereo unspecified)	2%	5	-11%	u	3%	7%	3%[46.1 µM]	-4%	-1%	-0.7%	4%
COC(=O)COc1ccc2c(=O)c(-c3ccccc3)coc2c1	4%	-18	6%	6%	-1%	0%	-2%	-3%	-2%	-0.8%	5%
O=S(=O)(Nc1ccc(-c2ccc3nncn3n2)cc1)c1ccc(Cl)s1	21%	-7	-1%	5%	2%	1%	-7%	4%	-1%	6.5%	-6%
COc1cc2cccc(OC)c(=O)c2c(OC)c1OC	2%	-10	-7%	u	3%	-5%	10%	17%	-3%	0.3%	1%
Cc1cc(NCCN2CCCCC2)n2c(nc3ccccc32)c1C#N	6%	3	7%	u	-1%	1%	x	-12%	x	0.0%	x
CCCCCCCCCCCNC(=O)c1ccoc1C	-26%	-25	-9%	-8%	0%	0%	2%[46.1 µM]	-14%	0%	-0.5%	1%
CCOCCCNCc1cccc(OCc2ccc(F)cc2)c1	-5%	-3	u	2%	3%	-4%	5%[46.1 µM]	5%	-1%	0.3%	1%
CCCN(C(=O)c1cccs1)c1nnc(-c2ccncc2)s1	-9%	-4	u	u	0%	0%	6%	7%	-5%	6.0%	5%
COc1ccc(CCN(C)C(=O)COc2ccc(C(=O)c3ccccc3)cc2)cc1OC	13%	-8	u	u	1%	2%	2%	-2%	0%	-0.1%	8%
COc1ccc(C2/C(=C(\O)c3ccc(OC)c(Cl)c3)C(=O)C(=O)N2CCN(C)C)cc1 (stereo unspecified)	12%	0	5%	2%	-1%	-1%	x	3%	-5%	-0.9%	1%

Screening results (PubChem)
